Screening results deposited in PubChem BioAssay by The Scripps Research Institute Molecular Screening Center.
GSTO1 counter = counter-screen for RBBP9 inhibitors: inhibitors of human GSTO1. actives 1.1% (n = 300,000). P78417. inhibition, % at 5.96 µM. recombinant GSTO1, activity-based probe fluorescence polarization. AID 1974;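 active = inhibition above the campaign mean inhibition plus 3 SD, cut at about 35% in these data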;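 note: 0% = GSTO1-1 with DMSO and 100% = wells lacking GSTO1-1 enzyme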
PME-1 inh = PME-1 (human) inhibition; Q9Y570; recombinant PME-1, FP-Rh probe fluorescence polarization; inhibition, % at 5.9 µM; actives 0.53% (n = 320,000); AID 2130;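 active = inhibition above the campaign mean of all compounds plus 3 SD, cut at about 26% in these data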;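 note: competitive labeling of PME-1 active site by serine hydrolase directed probe; 0% = PME-1 with DMSO and 100% = wells lacking PME-1 enzyme; inhibitors block probe labeling so polarization falls and inhibition rises; many of its hits are not listed in these tables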
Target sequence (Q9Y570 whole entry, looked up): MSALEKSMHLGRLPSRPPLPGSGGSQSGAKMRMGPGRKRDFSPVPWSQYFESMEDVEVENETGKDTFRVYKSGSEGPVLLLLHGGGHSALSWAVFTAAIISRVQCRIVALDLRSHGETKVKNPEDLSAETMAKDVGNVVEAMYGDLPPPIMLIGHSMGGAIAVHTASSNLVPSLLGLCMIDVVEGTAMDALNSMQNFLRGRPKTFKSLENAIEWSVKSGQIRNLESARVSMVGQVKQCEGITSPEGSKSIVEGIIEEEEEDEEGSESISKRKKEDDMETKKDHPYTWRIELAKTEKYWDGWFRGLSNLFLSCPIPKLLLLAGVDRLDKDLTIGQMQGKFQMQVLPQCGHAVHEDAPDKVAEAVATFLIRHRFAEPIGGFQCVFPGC
LYPLA1 counter = LYPLA1 (human) inhibition in PME1 counter-screen | O75608 | recombinant LYPLA1, FP-Rh probe fluorescence polarization | inhibition, % at 5.9 µM | actives 0.16% (n = 320,000) | AID 2174;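 active = inhibition above the mean of all tested compounds plus 3 SD, set per campaign, cut at about 14% in these data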;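 note: inhibitors block serine hydrolase probe labeling of LYPLA1 so polarization falls; 0% = enzyme with DMSO and 100% = wells lacking LYPLA1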
Target sequence (O75608 whole entry, looked up): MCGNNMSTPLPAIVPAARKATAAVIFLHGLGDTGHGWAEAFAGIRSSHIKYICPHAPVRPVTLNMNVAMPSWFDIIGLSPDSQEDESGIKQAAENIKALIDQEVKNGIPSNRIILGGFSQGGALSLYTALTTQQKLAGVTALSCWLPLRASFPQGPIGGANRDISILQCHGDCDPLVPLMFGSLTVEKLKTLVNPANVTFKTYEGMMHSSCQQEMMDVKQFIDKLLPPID
PAD4 inh = PAD4 (human) enzyme inhibition. AID 485272. Q9UM07. actives 0.41% (n = 330,000). inhibition, % at 6.36 µM. recombinant PAD4, RCA probe fluorescence polarization;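 active = percent inhibition above a cutoff equal to the mean of all tested compounds plus 3 SD, cut at about 15% in these data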;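 note: 0% = PAD4 with RCA probe and DMSO and 100% = probe without PAD4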
pPAFAH inh = pPAFAH (human) enzyme inhibition | Q13093 | recombinant pPAFAH, FP-rhodamine probe fluorescence polarization | inhibition, % at 3.39 µM | actives 1.5% (n = 330,000);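 active = inhibition above the mean inhibition across the screen plus 3 SD, cut at about 25% in these data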;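 note: inhibitors block binding of the rhodamine activity-based probe so polarization drops; 0% = enzyme with DMSO and 100% = wells lacking pPAFAH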
PAFAH2 FP inh = PAFAH2 (human) inhibition; AID 492956; recombinant PAFAH2, FP-rhodamine activity probe, fluorescence polarization; Q99487; actives 0.99% (n = 340,000); inhibition, % at 3.39 µM;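 active = inhibition above the mean over all tested compounds plus 3 SD, cut at about 30% in these data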;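 note: inhibitors block probe labeling of enzyme so polarization drops; 0% = enzyme with DMSO and 100% = wells lacking PAFAH2 protein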
PAFAH1B3 inh = inhibitors of human PAFAH1B3; inhibition, % at 3.39 µM; actives 0.28% (n = 340,000); AID 492972; recombinant PAFAH1B3, FP-rhodamine probe, fluorescence polarization;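 active = inhibition above the screen-wide average of all tested compounds plus 3 SD, cut at about 25% in these data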;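 note: 0% = enzyme with DMSO only and 100% = wells lacking PAFAH1B3 protein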
Target sequence (Q15102 whole entry, looked up): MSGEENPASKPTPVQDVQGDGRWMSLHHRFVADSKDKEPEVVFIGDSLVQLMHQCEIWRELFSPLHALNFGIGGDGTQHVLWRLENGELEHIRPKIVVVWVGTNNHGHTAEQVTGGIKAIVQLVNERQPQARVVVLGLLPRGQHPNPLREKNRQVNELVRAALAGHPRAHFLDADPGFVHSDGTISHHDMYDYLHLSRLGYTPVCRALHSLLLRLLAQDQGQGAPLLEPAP
PAFAH1B2 inh = PAFAH1B2 (human) inhibition; P68402; recombinant PAFAH1B2, FP-rhodamine activity probe, fluorescence polarization; inhibition, % at 3.39 µM; actives 1.2% (n = 340,000); AID 492953;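 active = inhibition above the mean of all tested compounds plus 3 SD, cut at about 24% in these data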;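 note: 0% = enzyme with DMSO and 100% = wells lacking PAFAH1B2; many of its hits are not listed in these tables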
Fam108B inh = Fam108B inhibition, counter-screen for RBBP9 inhibitors; recombinant Fam108B, FP-Rh probe fluorescence polarization; inhibition, % at 9.51 µM; actives 0.33% (n = 300,000); AID 1947;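 active = inhibition above the screen mean inhibition plus 3 SD, computed separately per campaign, cut at about 18% in these data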;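 note: inhibitors lower polarization as less probe binds the enzyme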
Active calls of the source: *; nt = not tested or not shown. This is a subset; count on the stated rates, not on these rows.

SMILES | GSTO1 counter | PME-1 inh | LYPLA1 counter | PAD4 inh | pPAFAH inh | PAFAH2 FP inh | PAFAH1B3 inh | PAFAH1B2 inh | Fam108B inh
O=C(CN1C(=O)C2CCCCC2C1=O)OCC(=O)c1ccc(F)cc1 (centres undefined) | nt | 3 | 2 | -8 | -2 | 10 | -2 | -2 | nt
COc1cc(CC(=O)N2CCN(S(=O)(=O)c3ccc(C)cc3)CC2)cc(OC)c1OC | nt | nt | nt | -1 | 2 | -3 | -2 | 4 | nt
COc1cccc(/C=N/NC(=O)c2ccc(CN3c4cccc5cccc(c45)S3(=O)=O)cc2)c1 | -3 | -51 | -39 | -1 | -10 | -22 | -12 | -11 | -33
O=C(Nc1ccccc1)c1nnsc1S(=O)c1ccc(Cl)cc1 (centres undefined) | -8 | -7 | -5 | 5 | -7 | -1 | 0 | 2 | 0
CC1CCCC(C)N1CCCNC(=O)CCn1c(=O)c2cccn2c2cccnc21 (centres undefined) | 14 | -1 | 0 | -2 | -3 | 0 | 9 | 2 | 3
Cc1ccc([N+](=O)[O-])cc1NC(=O)CNC1CCCCC1 | -5 | -8 | -2 | -7 | -3 | -2 | 4 | 10 | -6
COc1ccc(CN(C)C(=O)CCN=C2NS(=O)(=O)c3ccccc32)c(OC)c1 | nt | 0 | -4 | -6 | 0 | -6 | 4 | -2 | nt
CCCCCN(C(=O)CCC(=O)OCc1ccc(C(C)C)cc1)c1c(N)n(CCCC)c(=O)[nH]c1=O | 2 | 3 | -1 | -3 | -2 | -2 | 1 | 3 | -3
CC(C)NC(=O)CC(=O)N/N=C/c1ccccc1F | 1 | -3 | -3 | 0 | 2 | 0 | 4 | 3 | 1
O=C(CN1C(=O)CCSc2ccccc21)Nc1cccc(F)c1 | 1 | -2 | 1 | 3 | -2 | 2 | 14 | 5 | 1
COc1ccc(C(=O)Nc2ccc(C(=O)NCCc3ccc(OC)c(OC)c3)cc2)cc1 | 2 | -7 | -2 | 3 | 0 | -8 | 3 | -1 | -6
Cn1c(=O)c2sccc2n2c(CCCC(=O)Nc3ccccc3)nnc12 | -2 | -4 | 6 | -2 | 1 | -2 | 15 | 7 | 3
CCN(CC)CCN1C(=O)C(O)=C(C(=O)c2cc3ccccc3o2)C1c1cccnc1 (centres undefined) | -2 | 2 | 1 | 1 | -2 | -6 | 3 | 5 | 2
C=CCn1c(=O)c2ccc(C(=O)NCc3ccccc3)cc2n(Cc2ccccc2Cl)c1=O | -6 | -2 | -2 | 0 | -2 | -4 | -3 | -8 | -11
CC1CCCCC1NC(=O)c1cc2ccccc2o1 (centres undefined) | 2 | -3 | 0 | -3 | 4 | 5 | 9 | 2 | 7
Cc1ccc2nc(NC(=O)CN3CCN(c4ccccn4)CC3)sc2c1 | 5 | -3 | -2 | -4 | 4 | 3 | 10 | -1 | -2
CCOC(=O)c1cnn2c(C(F)(F)F)cc(-c3cn(C)nc3C)nc12 | 3 | 5 | -1 | -4 | 3 | 0 | 9 | 1 | -2
Cc1cccc(N2CCN(C(=O)COc3ccc4c(c3)CCC4)CC2)c1C | 2 | -3 | 3 | 4 | 7 | 2 | 8 | -8 | -4
O=C1N/C(=C/c2cccs2)C(=O)N1Cc1ccc(Br)cc1 | 9 | -1 | -4 | 0 | 0 | 2 | -2 | 3 | -1
CC1CCCC(NC(=O)c2ccc3c(c2)OCO3)C1C (centres undefined) | -4 | -1 | 3 | 1 | 1 | 11 | 8 | 7 | -2
O=C(NCc1ccccc1Cl)c1cccc(C(F)(F)F)c1 | 4 | -4 | 1 | -2 | -3 | 0 | 0 | 3 | -3
Cc1ccc(NC(=O)CCC(=O)NNC(=O)c2cccc([N+](=O)[O-])c2)cc1C | 2 | -5 | -4 | -1 | 5 | 3 | 5 | 2 | -1
C=CCn1c(SCC(=O)N2CCCCC2)nc(O)cc1=O | 2 | -1 | 2 | -1 | 8 | -2 | 15 | 5 | 0
COc1ccc(NS(=O)(=O)c2ccc(NC(=S)NC(=O)c3ccc(Br)cc3)cc2)nn1 | 2 | -4 | -1 | 1 | 4 | 0 | -6 | 2 | -1
COC(=O)C1C(c2ccc(OC)c(OC)c2)NC(c2ccc(OC)c(OC)c2)C(C(=O)OC)S1(=O)=O (centres undefined) | -6 | -1 | -1 | -2 | 6 | 5 | 3 | 2 | 1
c1cn2cc(CSC3CCCCC3)nc2s1 | 5 | -2 | 0 | 3 | 2 | -6 | 10 | 5 | 4
CCCn1c(SCC(=O)NC)nc2sc3c(c2c1=O)CCC3 | -1 | 3 | 1 | -8 | 1 | -4 | 3 | 8 | 3
CN(C)c1ccc(/C=C/c2nc3ccccc3c(=O)n2-c2ccc(C(=O)O)cc2)cc1 | -3 | 26 | -3 | -2 | 14 | -12 | -5 | -2 | -4
COc1cc(S(=O)(=O)Nc2cccnc2)ccc1Cl | -3 | 2 | 2 | -5 | 4 | 4 | 3 | 3 | -2
COc1ccc(N2CCN(C(=O)CN3C(=O)c4ccccc4S3(=O)=O)CC2)cc1 | 1 | 4 | 1 | -5 | -2 | -7 | 2 | 5 | -5
CCN(CC)S(=O)(=O)c1ccc(N2CCOCC2)c(NC(=O)c2cccc3ccccc23)c1 | -1 | 1 | 3 | -4 | 9 | 7 | -3 | -1 | -2
COc1ccc(NC(=O)Cn2nnc(C(=O)Nc3ccc(F)c(Cl)c3)c2N)cc1OC | -11 | -7 | -6 | 3 | 7 | -4 | -2 | -6 | -5
CCOC(=O)c1cc(-c2ccc(Cl)s2)[nH]n1 | -4 | -3 | 2 | 2 | 9 | 4 | 4 | 9 | 2
COc1ccc(C(C(=O)Nc2ccc(F)cc2)N(C(=O)Cn2nnc3ccccc32)C2CC2)cc1 (centres undefined) | -2 | 0 | -2 | -5 | -2 | 5 | -4 | 0 | 3
CCN1CCC2(CCN(C(=O)c3cc(COc4cc(C)ccc4C)on3)C2)C1 (centres undefined) | -2 | -6 | -5 | -4 | 9 | 5 | 0 | 4 | -3
CCN1C(=O)C2CCCCN2c2ccc(C(=O)NCCOC)cc21 (centres undefined) | 1 | -6 | 1 | -2 | 7 | 0 | 7 | -2 | -1
O=C(NCc1cccc(F)c1)C1CCC(=O)N(CCCN2CCOCC2)C1 (centres undefined) | 5 | -1 | 2 | -2 | 2 | 0 | 11 | -1 | -1
Cc1ccc(C)c(N=C2CCCN2Cc2ccccc2)c1C#N | 1 | 0 | -2 | 2 | 2 | 4 | 0 | 3 | 2
COc1ccc2c(c1)c1nnc(SC)nc1n2C | -6 | -4 | 1 | -4 | 3 | 0 | 0 | -3 | 2
c1nc(NC2CCCC2)c2[nH]cnc2n1 | 5 | -3 | 0 | -3 | -2 | -1 | 1 | 1 | 1
Cc1cc(C)c(C#N)c(N)n1 | 6 | -1 | -4 | 4 | 0 | -9 | -4 | -4 | 2
CC1CCC2(CC1)NC(=O)N(CC(=O)N1CCN(S(=O)(=O)c3ccc4c(c3)CCC4)CC1)C2=O (centres undefined) | nt | 4 | 1 | 3 | -2 | -7 | -9 | -2 | nt
COc1ccccc1/C=C/C=C(\C#N)C(=O)NC(C)c1ccccc1 (centres undefined) | -6 | -10 | -7 | 0 | -3 | -4 | -2 | 1 | -6
Cc1ccccc1-c1nc(-c2ccc(NC(=O)c3cccs3)cc2)no1 | -40 | -81 | -37 | -14 | -28 | -52 | -25 | -13 | -69
O=C(CSc1nnc(CNC(=O)c2ccccc2F)o1)Nc1ccc2c(c1)OCCO2 | 14 | -3 | 2 | 6 | 2 | 2 | 4 | 1 | 6
Cc1ccc(N(CC(=O)NCCc2ccccc2)C(=O)CCC(=O)Nc2cc(C)ccn2)cc1 | -2 | -8 | 2 | 3 | 6 | -3 | 3 | 6 | -8
Cc1nc(SCC(=O)N(C)Cc2ccco2)c2c(C)c(C)sc2n1 | 2 | 4 | -4 | -6 | 0 | -2 | 5 | -3 | -2
CC1(C)CC(=O)C2=C(C1)OC(/N=C/N1CCCC1)=C(C#N)C2c1ccccc1 (centres undefined) | 9 | 3 | -1 | 1 | -1 | 7 | 2 | 5 | 3
CC(/C=N/NC(=O)c1cc(-c2cccnc2)nc2c1c(C)nn2-c1ccccc1)=C\c1ccccc1 | -2 | -26 | -10 | 5 | -4 | -53 | -35 | -31 | -40
Cc1ccc(-n2c(C)cc(C(=O)Cn3nc(C(=O)O)c4ccccc4c3=O)c2C)cc1 | 21 | -20 | -12 | -2 | -6 | -4 | 3 | -6 | -13
O=C(Cn1nc(Cl)nc1Cl)c1cc2ccccc2oc1=O | 10 | -1 | -1 | 6 | 4 | 7 | 7 | 6 | -1
O=C(COC(=O)c1ccc(O)cc1O)NC1CCS(=O)(=O)C1 (centres undefined) | 5 | -1 | 0 | 2 | 1 | 9 | 0 | 0 | 5
CC(C)[C@H](NC(=O)N1c2ccccc2NC(=O)[C@@H]1C(C)C)C(=O)N[C@H](Cc1ccccc1)C(=O)O | 0 | 6 | 4 | 2 | 6 | 2 | -1 | 4 | 1
Cc1ccc(C(=O)NC(=S)Nc2cccc3nsnc23)cc1 | 16 | -2 | 0 | -4 | 2 | -5 | 7 | 3 | -5
Cc1ccc(CCNC(=O)C2CCC(=O)N2Cc2cccnc2)cc1 (centres undefined) | -1 | 0 | 1 | -4 | 8 | 0 | -9 | 0 | 6
COC(=O)/C=C/C(=O)Nc1ccc(O)c(Cl)c1 | 11 | 1 | 7 | -1 | 11 | 10 | -1 | 4 | 3
Cc1nc2cc(N3CCOCC3)c(NC(=O)C3CC3)cc2c(=O)n1Cc1ccccc1 | 1 | 6 | -1 | 5 | 5 | 5 | 5 | 2 | 1
COc1ccc(NCc2nnc(SCC(=O)c3ccc(OC)cc3)o2)cc1 | 23 | 1 | -3 | -1 | 20 | 4 | 0 | 1 | -1
CC(C)CN(C(=O)c1ccc(Br)o1)C1CCS(=O)(=O)C1 (centres undefined) | 2 | 1 | 0 | -5 | 6 | -3 | 6 | 4 | 1
COc1ccc(-n2cnc3cc(C(=O)NC4CCCC4)ccc32)cc1 | -13 | -3 | -4 | -1 | 5 | 5 | 1 | -5 | -1
C=CCOC(=O)/C(=C\c1ccccc1)NC(=O)c1ccc(C)cc1 | 8 | 3 | 0 | 0 | 3 | 2 | 0 | -3 | -1
Cc1cc(NC(=O)c2ccc3c(c2)C(=O)N(Cc2ccccc2)C3=O)no1 | 3 | -5 | -5 | -4 | 4 | 2 | 5 | 3 | -3
CCN1CCCC(OC(=O)c2cc(-c3ccccc3Cl)nc3ccccc23)C1 (centres undefined) | 4 | -2 | -4 | -4 | 14 | -2 | 4 | 5 | 0

Complete entries as entered above. Order of screens: GSTO1 counter	PME-1 inh	LYPLA1 counter	PAD4 inh	pPAFAH inh	PAFAH2 FP inh	PAFAH1B3 inh	PAFAH1B2 inh	Fam108B inh
COc1cccc(/C=N/NC(=O)c2ccc(CN3c4cccc5cccc(c45)S3(=O)=O)cc2)c1 in the list: -3	-51	-39	-1	-10	-22	-12	-11	-33
COc1ccc(N2CCN(C(=O)CN3C(=O)c4ccccc4S3(=O)=O)CC2)cc1 in the list: 1	4	1	-5	-2	-7	2	5	-5
O=C(CSc1nnc(CNC(=O)c2ccccc2F)o1)Nc1ccc2c(c1)OCCO2 in the list: 14	-3	2	6	2	2	4	1	6
